High-throughput results deposited in PubChem by The Scripps Research Institute Molecular Screening Center.
V1R ag counter = activates human V1a receptor in oxytocin agonist counter-screen; P37288; CHO-V1R cells, Fluo-8 calcium fluorescence, agonist mode; 0% DMSO, 100% 3 nM vasopressin; activation, % at 3 µM; 320,000 tested, 0.25% active;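 active = activation above the mean activation of all tested compounds plus 3 SD, per screening run, cut at about 20% in these data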;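 also: signal is peak over basal fluorescence ratio across a 100 second FLIPR read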
M1 PAM = potentiates human M1 receptor response to acetylcholine; P11229; CHO-K1 hM1, Fluo-8 calcium fluorescence, ACh EC20; 0% = ACh EC20, 100% = maximal ACh; activation, % at 3 µM; 360,000 tested, 0.088% active; AID 588819; in the data active = activation above about 19%, passing the limit was not always enough
Target sequence (P11229 whole entry, looked up): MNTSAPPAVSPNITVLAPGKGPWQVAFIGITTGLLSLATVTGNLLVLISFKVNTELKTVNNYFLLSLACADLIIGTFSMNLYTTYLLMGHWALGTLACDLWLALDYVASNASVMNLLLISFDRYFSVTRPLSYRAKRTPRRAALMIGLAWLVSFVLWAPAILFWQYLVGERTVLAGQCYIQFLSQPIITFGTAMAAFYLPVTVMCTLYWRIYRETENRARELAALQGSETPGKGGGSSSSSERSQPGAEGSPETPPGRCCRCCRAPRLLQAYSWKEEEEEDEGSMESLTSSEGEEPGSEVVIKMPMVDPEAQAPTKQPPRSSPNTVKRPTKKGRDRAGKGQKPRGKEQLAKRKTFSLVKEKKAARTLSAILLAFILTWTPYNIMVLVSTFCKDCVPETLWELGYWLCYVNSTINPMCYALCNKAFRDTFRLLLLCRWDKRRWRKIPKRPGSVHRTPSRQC
TAAR1 antag = human TAAR1 antagonism | Q96RJ0 | CHO RD-HGA16 TAAR1, Fluo-8 calcium fluorescence, antagonist | inhibition, % at 3 µM | 360,000 tested, 1.5% active | AID 624466;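 active = inhibition above a per-plate cutoff, the mean inhibition of test compounds on that plate plus 3 SD, cut at about 49% in these data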;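 also: 0% = DMSO plus EC80 beta-PEA response and 100% = DMSO alone without agonist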
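Assay system: RD-HGA16 CHO cells with stable hTAAR1 and Gα16 / Reagent: EC80 β-phenethylamine stimulus / Doses: 3 µM, single point / Timing: dye loading 75 min at 37 °C, then 30 min room temperature / Measured by: Fluo-8 intracellular calcium dye fluorescence, real-time kinetic reads / Controls: vehicle wells and EC80 agonist wells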
CHRM1 antagonist = human CHRM1 antagonism | CHO-K1 hM1, Fluo-8 calcium fluorescence, ACh EC80 antagonist | inhibition, % at 3 µM | P11229 | 360,000 tested, 1.3% active;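 active = percent inhibition above its own plate's cutoff, namely the mean of that plate's compound wells plus 3 SD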;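 also: peak over basal fluorescence ratio during 140 s after agonist addition; 0% = ACh EC80 plus DMSO and 100% = DMSO alone without agonist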
OXTR potentiator = human OXTR potentiation; P30559; CHO-OTR cells, Fluo-8 calcium fluorescence, potentiator mode; 0% = oxytocin EC15, 100% = EC100; activation, % at 3 µM; 320,000 tested, 0.061% active; AID 2445;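 active = activation above that plate's cutoff, the mean activation of tested compounds plus 3 SD, cut at about 6.6% in these data, passing the limit was not always enough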;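 also: 100% uses oxytocin at 75 nM as the full agonist control; some results filed as inactive read as strong as hits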
Target sequence (P30559 whole entry, looked up): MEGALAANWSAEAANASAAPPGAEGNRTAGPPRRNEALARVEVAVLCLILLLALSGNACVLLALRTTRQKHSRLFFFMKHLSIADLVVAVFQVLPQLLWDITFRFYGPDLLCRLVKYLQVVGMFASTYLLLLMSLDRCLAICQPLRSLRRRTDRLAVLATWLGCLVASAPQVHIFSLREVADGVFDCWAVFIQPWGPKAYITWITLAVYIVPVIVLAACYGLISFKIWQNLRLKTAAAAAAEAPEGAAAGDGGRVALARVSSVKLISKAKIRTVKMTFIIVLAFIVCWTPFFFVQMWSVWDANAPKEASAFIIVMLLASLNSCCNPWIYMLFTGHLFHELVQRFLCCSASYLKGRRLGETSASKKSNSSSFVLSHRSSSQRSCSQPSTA
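Material: CHO-OTR cells, human receptor; compound dosing: single dose, 3.0 µM nominal final compound concentration; schedule: 6 min compound pre-incubation at room temperature, 100 s kinetic read; measured by: kinetic Fluo-8 calcium fluorescence; read-out basis: % activation vs EC15 and EC100 oxytocin; controls: EC15 oxytocin alone as 0%, 75 nM oxytocin as 100%; replicates: singlicate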
CHO parental Ca = signal in parental CHO cells, OX1R antagonist counter-screen; parental CHO-K1, ATP-induced calcium, Fluo-8 fluorescence; inhibition, % at 5.6 µM; 330,000 tested, 0.63% active; AID 463079;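 active = inhibition above that plate's mean sample inhibition plus 3 SD, cut at about 26% in these data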;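 also: 0% = ATP-challenged DMSO wells and 100% = DMSO wells without ATP; some compounds past the cut are filed as inactive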
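test system = CHO parental line | reagent = ATP stimulus | measured by = intracellular calcium via Fluo-8 no-wash fluorescent dye | control set = ATP and no-ATP DMSO wells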
OXTR ag = activates the human oxytocin receptor. P30559. CHO-OTR cells, Fluo-8 calcium fluorescence; normalized: DMSO 0%, oxytocin 100%. activation, % at 3 µM. 320,000 tested, 0.32% active;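 active = activation above the mean of all tested compounds plus 3 SD, cutoff set per screening run, cut at about 20% in these data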;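 also: peak over basal fluorescence ratio from a 100 s FLIPR kinetic read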
M1 ag = human M1 muscarinic receptor agonism. 360,000 tested, 0.33% active. P11229. activation, % at 3 µM. CHO-K1 hM1, Fluo-8 calcium fluorescence, agonist mode; 0% DMSO, 100% acetylcholine EC100;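 active = activation above the run's mean compound activation plus 3 SD, cut at about 16% in these data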;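 also: peak over basal fluorescence ratio within a 140 s kinetic read after compound addition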
TAAR1 ag = human TAAR1 agonism | Q96RJ0 | activation, % at 3 µM | 360,000 tested, 0.99% active | AID 624467 | CHO RD-HGA16 TAAR1, Fluo-8 calcium fluorescence; vehicle wells 0%, saturating PEA agonist 100%;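 active = activation above the mean activation of all test compounds in the run plus 3 SD, cut at about 38% in these data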
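System: CHO-derived RD-HGA16 cells with stable Gα16 and human TAAR1 / Times: 17-24 h plating, Fluo-8 75 min 37 °C, 30 min RT / Technique: calcium-sensitive Fluo-8 signal, excitation 470-495, emission 515-575 nm / Measure: % activation relative to PEA EC100 response / Benchmarks: DMSO and PEA EC100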
The depositor's hits bear a star; . = not tested or not shown; & = joins results of further samples.

No.	Compound	V1R ag counter	M1 PAM	TAAR1 antag	CHRM1 antagonist	OXTR potentiator	CHO parental Ca	OXTR ag	M1 ag	TAAR1 ag
1	CC(C(=O)Nc1ccc2c(c1)OCO2)N1CCN(C)CC1 (configuration not stated)	-0.5	5	-11	-5	-4	5	0.3	-5	1
2	CCCNC(=O)CCNC(=O)c1ccc(C(C)(C)C)cc1	0.7	9	14	2	-5	-1	0.4	-4	-1
3	Cc1cccc(NC(=O)COC(=O)c2n[nH]c3ccccc23)c1C	6.8	3	2	-4	-10	-21	12	2	5
4	COCCn1c(C)cc(C(=O)CN2C(=O)C(=O)N(CCC3=CCCCC3)C2=O)c1C	.	1	7	-13	.	.	.	-1	0
5	Cc1nc2c(c(=O)n1CCC(C)C)c1nc3ccccc3nc1n2Cc1ccc2c(c1)OCO2	0.1	.	.	.	-4	-9	-0.7	.	.
6	COc1ccc2nc(NC(=O)CS(=O)(=O)Cc3ccccc3)sc2c1	0.6	6	9	-4	-14	-4	0.8	-4	3
7	N#CC(c1ccc(O)cc1)c1ncc(C(F)(F)F)cc1Cl (configuration not stated)	2.2	0	1	-8	0	-12	-0.1	-4	0
8	COc1ccc(NC(=O)C2CCN(S(=O)(=O)c3cccnc3)CC2)cc1Cl	0.9	5	-5	-4	-4	0	0.5	0	4
9	O=C(c1ccc2c(c1)CCN2S(=O)(=O)c1ccccc1)N1CCN(c2ccccc2F)CC1	0.2	11	-13	-10	0	1	0.5	-2	1
10	COc1ccc(-c2cc3ncc(C(C)=O)c(C)n3n2)cc1	0.6	9	8	-13	-13	-10	0.3	-3	-1
11	C[C@H](O)[C@@H]1C(=O)N2CCc3c([nH]c4ccccc34)[C@@H]2C[C@@H]1N(C)C(=O)c1ccco1	.	16	-7	-8	.	.	.	4	1
12	O=C(NC(=S)Nc1ccc(N2CCCCC2)cc1)c1ccco1	4.0	7	-3	-11	-1	-11	2.5	-3	3
13	CCCN(CC(=O)Nc1ccc(Cl)cc1Cl)C(=O)CC(NC(C)=O)c1ccccc1 (configuration not stated)	.	7	-26	-7	.	.	.	0	1
14	Cc1ccc2c(=O)oc(N(C)C)nc2c1	0.2	4	0	-12	2	0	0.9	-5	-2
15	C=CCNC(=O)CSc1ncc2c(n1)-c1c(csc1SC)CC2	-1.8	10	-23	-18	-2	-3	-2.6	-6	-3
16	O=C(CSc1nnc(-c2ccncc2)s1)Nc1ccccc1	3.7	9	6	-5	-3	1	1.1	-2	3
17	CCCCc1cc(=O)oc2cc(C)cc(OCC(=O)Nc3cccnc3)c12	4.3	5	-8	-7	-10	-18	2.2	-4	4
18	C=CCn1c(SCC(=O)/C(C#N)=C(\C)N)nc2sc(CC)cc2c1=O	5.0	4&9	8&5	-6&-6	-20	-22	4.2	-1&-3	2&6
19	CCN1C(=O)c2cccc3c(Cl)ccc(c23)C1=O	-0.5	6	-24	-5	-16	2	-1.8	-6	-1
20	O=C(COc1ccccc1Cl)Nc1ccc(C(=O)N2CCCCC2)cc1	9.5	13	-10	-19	-4	-13	4.4	3	7
21	CC(=O)Nc1cccc([N+](=O)[O-])c1	0.9	6	-6	-5	-4	0	0.6	-5	4
22	C=CCC1NS(=O)(=O)OC(CCc2ccccc2)C1O (configuration not stated)	2.1	7	3	-8	-12	-15	-0.6	-3	0
23	CCc1cc2c(SCC(=O)NC3CCCC3)ncnc2s1	.	-4	-5	13	.	.	.	-7	-1
24	COC(=O)C1NN=C(C(=O)c2ccccc2)C1c1ccccc1 (configuration not stated)	0.2	-1	-9	0	1	10	-0.6	-4	-2
25	CCn1nnc(-c2ccccc2NS(=O)(=O)c2ccc(S(=O)(=O)N(C)C3CCCCC3)cc2)n1	0.0	-1	13	2	-2	-2	0.3	-5	11
26	COCC(=O)Nc1cc(C(=O)NCC(C)C)ccc1Cl	0.1	7	2	-3	-1	2	-0.1	1	2
27	CNC(=O)c1cc(OCC(F)(F)F)ccc1OCC(F)(F)F	-0.7	2	2	-5	-11	-12	-0.2	-4	8
28	COc1cccc(-c2nc(N3CC(C)CC(C)C3)c3ccccc3n2)c1O (configuration not stated)	.	7	-18	-9	.	.	.	-2	2
29	O=C(NC1CCCCC1)N(Cc1cc2cc3c(cc2[nH]c1=O)OCCO3)CC1CCCO1 (configuration not stated)	-1.1	3	7	1	1	-12	-2.3	-6	7
30	Cc1ccc(C(c2c(C)[nH][nH]c2=O)c2c(C)[nH][nH]c2=O)cc1	-0.4	9	-3	-7	4	-3	0.8	-3	1
31	CC[C@]12c3[nH]c4cc(CCC(=O)N(C)C)ccc4c3CCN1C(=O)[C@@H](CC(=O)NCCCn1ccnc1)C[C@@H]2C(=O)N1CCN(C(=O)C2CC2)CC1	.	4	9	-2	.	-13	.	-9	1
32	COc1ccccc1CNC(=O)C(CC(C)C)NC(=O)C1CCC(C)CC1 (configuration not stated)	-1.4	8	-6	-12	-9	-15	-2.4	-2	9
33	O=C1CCC/C1=c1\s/c(=C\c2cccnc2)c(=O)n1-c1ccccc1	-0.4	-1	22	-3	-22	-13	-0.9	-6	16
34	COc1cc(OC)c(NC(=O)CCNS(=O)(=O)c2cc(Br)cnc2N)cc1Cl	8.5	-2	-18	0	-18	-9	9.3	-2	21
35	COc1ccc2oc(C(=O)OCC(=O)Nc3ccc(N4CCOCC4)cc3)c(C)c2c1	-0.8	-2	-11	0	-9	5	-0.9	-3	-1
36	CCOc1ccc(NC(=O)c2cccnc2C(=O)O)cc1	-0.3	3	9	7	4	-11	0.8	-5	3
37	COC(=O)c1ccsc1NC(=O)CSc1nnnn1Cc1ccccc1	1.2	2	20	-1	-9	-10	1.6	0	8
38	COc1ccc(CNC(=O)CSc2nnnn2-c2ccccc2)cc1	-0.4	0	12	-20	-3	5	-2.1	-2	4
39	C/C(O)=C(\C#N)c1nnc2n1CCCCC2	-0.3	3	-5	-2	2	-7	0.2	-3	5
40	O=C(O)Cc1ccc(C(=O)c2cccs2)s1	-0.1	-1	-13	-24	4	-15	1.0	0	0
41	CN(CC(=O)Nc1ccccc1Br)C(=O)CNC(=O)c1ccc2c(c1)OCO2	-0.9	4	-10	-7	4	5	0.9	-3	2
42	COc1cc(/C=C/C(=O)OCC(=O)Nc2ccc(C)c(S(=O)(=O)N3CCCCC3)c2)ccc1O	3.1	-6	22	8	-13	-4	-1.3	-4	6
43	CN1C(=O)/C(=C/c2cccc(Cl)c2)Sc2ccc(C(=O)N3CCCC3)cc21	4.7	.	-56	.	-7	-30	4.3	.	-1
44	COc1ccc(-c2nn3c(-c4ccccc4)nnc3s2)cc1OC	-0.6	3	12	1	-8	-16	-0.6	-10	12
45	Cc1ccccc1NC(=O)c1ccccc1-c1ccccc1	-1.4	3	3	-6	2	-9	-2.0	-8	0
46	O=P(O)(CCc1ccccc1)CN1CCCCC1	0.4	-2	-8	4	9	-4	0.9	-4	4
47	O=S(=O)(c1ccc(Cl)cc1Br)N1CCCCC1	-1.6	4	-2	-12	-3	-13	-1.4	-13	10
48	CC1C(=O)Nc2ccccc2N1C(=O)c1ccccc1 (configuration not stated)	0.5	11	8	-1	-5	6	0.4	-9	5
49	C=CCC(CC=C)(NC(=O)c1ccccc1C)c1ccccc1	-0.9	-1	-22	0	2	-4	-1.7	-3	1
50	Cc1cnnc2ccc3c(no[n+]3[O-])c12	1.4	4	8	-7	-10	-3	-0.1	-4	5
51	COC(=O)C(=O)C/C(=N/Nc1ncnc2ccccc12)c1ccc(Cl)cc1	5.4	-2	29	8	-9	-14	5.6	4	15
52	O=c1[nH]nc(-c2ccc(NCCO)c([N+](=O)[O-])c2)c2ccccc12	0.7	25	-1	-27	-8	10	-0.2	1	0
53	O=S(=O)([N-]c1nc2ccccc2nc1-n1cc[n+](Cc2ccccc2)c1)c1ccc(Cl)cc1	0.0	3	0	-2	-3	-13	-0.9	-5	4
54	CCN(C(=O)Cn1cc(C(C)=O)c2ccccc21)c1ccccc1	1.9	3	0	2	-10	-2	-0.2	-5	2
55	Cc1cc(C)cc(C(=O)NC2C(=O)N3C(C(=O)O)=C(CSc4nnc(C)s4)CSC23)c1 (configuration not stated)	0.1	5	-14	-3	-4	-4	-0.1	-4	6
56	CN1CCN(C(c2cccc(Cl)c2)c2ccccc2Cl)CC1 (configuration not stated)	3.5	-25	-16	88*	-8	-5	3.6	-10	17
57	Cc1ccc(NC(=S)N(CCCN2CCOCC2)Cc2ccco2)cc1C	-0.7	10	8	-11	6	-10	0.5	-6	0
58	Nc1ccc(-c2cc(-c3cccc(N)c3)nc(-c3ccccc3)n2)cc1	1.2	13	-20	-11	-8	23	5.6	-4	1
59	O=c1c2c(n3cnnc3n1-c1ccccc1)-c1ccccc1CC21CCCC1	0.2	6	-10	-4	-4	-11	-0.4	-9	0

Compounds were not picked by outcome. Share with any hit: about 3.7%.
